# High-throughput results from PubChem BioAssay.
# Kir21 inh – blocks the mouse Kir2.1 inward-rectifier potassium channel. P35561. HEK293-Kir2.1, FluxOR thallium flux fluorescence; hits give low values. B-score at 10 µM. actives 0.85% (n = 310,000);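 active = fluorescence ratio B-score at or below minus 3 SD of library scores, with starting-brightness B-score within 2 SD, cut at about -4.2 in these data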;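 note: channel flux triggered by added potassium and thallium sulfate stimulus; B-score of peak minus minimum fluorescence over baseline after thallium stimulus; more negative B-score means stronger Kir2.1 block with less thallium influx; some compounds called inactive have numbers as strong as hits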
# Target sequence (P35561 whole entry, looked up): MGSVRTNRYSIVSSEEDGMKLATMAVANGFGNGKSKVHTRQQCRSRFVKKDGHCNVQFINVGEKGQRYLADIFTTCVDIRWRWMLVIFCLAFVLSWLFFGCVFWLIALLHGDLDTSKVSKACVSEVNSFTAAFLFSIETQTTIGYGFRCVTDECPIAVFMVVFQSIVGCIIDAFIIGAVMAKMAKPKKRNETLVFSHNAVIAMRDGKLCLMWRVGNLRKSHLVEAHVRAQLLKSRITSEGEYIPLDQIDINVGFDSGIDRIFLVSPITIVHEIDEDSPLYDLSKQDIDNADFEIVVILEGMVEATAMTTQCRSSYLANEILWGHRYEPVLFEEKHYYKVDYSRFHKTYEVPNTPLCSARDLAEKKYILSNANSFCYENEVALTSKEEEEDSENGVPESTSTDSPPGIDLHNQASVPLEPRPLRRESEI
# KCNQ2 block – KCNQ2 potassium channel inhibitors, primary screen, cell-based, CHO-K1, FluxOR thallium flux, B-score (AID 2156). actives 1.1% (n = 310,000). 20 min; hits give low values. B-score at 10 µM;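 active = fluorescence ratio B-score at most minus 3 library SDs, with starting brightness B-score within 2 library SDs, cut at about -5.5 in these data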
# Starred values were filed as active, the others as inactive; i = inactive. No enrichment for hits (roughly 1.9% active in at least one column).
SMILES,Kir21 inh,KCNQ2 block
O=C(Cn1c2c(sc1=O)C1c3ccccc3OCC1CS2)Nc1ccc(Cl)cc1 (stereo not given),0.12,i
O=c1c2cc(Br)ccc2nc(-c2ccccc2)n1O,-0.1,i
CCOC(=O)c1nn(-c2ccc(OCC)cc2)c2nc(CC(C)C)c(C#N)c(=O)n12,-0.54,i
Cc1ccc(/C=C/C(=O)N2CCN(S(=O)(=O)/C=C/c3ccccc3)CC2)o1,1,i
COc1ccccc1NC(=O)C/C(C)=N/NC(=O)COc1c(Br)cc(Br)cc1OC,-0.21,i
COc1ccc(OCC(=O)NS(=O)(=O)c2ccc(Cl)cc2)cc1,-0.04,i
CCCN1C2CCCC1CC(NC(=O)NC1CCCCC1)C2 (stereo not given),1.4,i
Cc1ccc(-c2cc(-c3ccccc3Cl)[nH]n2)c(O)c1,-2,i
CCOc1ccc(Cl)cc1C(c1c(C)[nH][nH]c1=O)c1c(C)[nH][nH]c1=O,0.07,i
CC(C)c1ccc(C2NC(C(=O)O)CS2)cc1 (stereo not given),1.7,i
Cc1ccc(NC(=O)Cn2cccc2)cc1,0.62,i
CCOc1ccc(N2C(=O)Nc3ccccc3C2(O)C(=O)NCc2ccc(C)cc2)cc1 (stereo not given),0.07,i
O=C(CCCc1nc(-c2ccccc2)no1)NC1CCCCC1,0.87,i
Cc1ccn2c(C(=O)N/N=C\c3ccccc3[N+](=O)[O-])c(C)nc2c1,-0.37,i
Cc1c(CC(=O)O)c(=O)oc2cc3c(cc12)CCC(C)(C)O3,0.05,i
CCN1CCN(c2cc(C)c3cc(NC(=O)c4cccc(OC)c4)ccc3n2)CC1,0.25,i
COCC(=O)Nc1ncc(S(=O)(=O)c2ccc([N+](=O)[O-])cc2)s1,0.75,i
O=S(=O)(/N=C(/Nc1ccccn1)c1ccccc1)c1ccc(F)cc1,-0.29,i
CC1CCN(S(=O)(=O)c2ccc3c(c2)oc(=O)n3CC(=O)NCc2ccc3c(c2)OCO3)CC1,-0.99,i
CCOc1ccccc1N1CCN(S(=O)(=O)c2ccc3c4c(cccc24)C(=O)N3)CC1,0.21,i
COc1cc(CNC(=O)CCC(=O)N2C[C@H]3C[C@H](C2)c2cccc(=O)n2C3)cc(OC)c1OC,0.53,i
C(=C\c1cc(/C=C/c2ccccc2)ncn1)/c1ccccc1,0.88,i
Cc1ccc(C)c2c3c([nH]c12)-c1nonc1CC3,0.25,i
CCC(COC(C)=O)Nc1nc2c([nH]1)c(=O)n(C)c(=O)n2C (stereo not given),1.4,i
COc1ccc(Nc2nc(NN)nc(Nc3ccc(OC)cc3)n2)cc1,1,i
Cc1ncc(S(=O)(=O)c2ccc(Cl)cc2)c(-c2ccccc2)n1,-4.8*,i
O=C(CSc1nnc(-c2ccccc2F)n1CCc1ccccc1)Nc1ccc2[nH]c(=O)[nH]c2c1,-0.23,i
CCN1CCN(c2ccc(S(=O)(=O)N3CCOCC3)cc2NC(=O)c2ccc(Cl)s2)CC1,0.01,i
O=C(Nc1ccc(Cl)c([N+](=O)[O-])c1)c1cnccn1,0.39,i
CCN1C(=O)/C(=C/C=C2/Sc3ccc4ccccc4c3N2CCO)SC1=S,0.56,i
COc1ccc(-c2cc(C(=O)Nc3cc(C)on3)no2)cc1,-0.09,i
C#CCOCCOCCOCCNc1nc(N2CCN(C(=O)[C@H]([C@@H](C)CC)n3cc([C@@H](N)Cc4ccc(O)cc4)nn3)CC2)nc(N2CCN(C(=O)[C@H](CCCCN)n3cc([C@@H](N)C(C)CC)nn3)CC2)n1 (stereo not given in full),-0.3,i
Cc1cc(C)nc(N2CCCC(C(=O)NC3CC3)C2)n1 (stereo not given),-1.3,i
COc1ccc(C(=O)Nc2ccc3oc(Cc4ccc(Cl)cc4)nc3c2)cc1OC,-1.2,i
Cc1cc(C)cc(Nc2cc(=O)n(C3CCCCC3)c(=O)[nH]2)c1,1.2,i
COCC(=O)NC(c1ccccc1)c1ccccc1,0.68,i
O=C(CSc1nc2ccccc2o1)N1c2ccccc2Sc2ccc(C(F)(F)F)cc21,2.8,i
Cc1nc(SCC(=O)NC2CCCCC2)[nH]c(=O)c1C,1.4,i
COc1cccc(OC)c1C(=O)N1CCN(C(=O)c2ccc(-c3ccccc3)cc2)CC1,0.68,i
CC(C)[C@H]1COCCS(=O)(=O)N1Cc1cccc(Cl)c1,-4.1,i
Cc1ccc(C(=O)N2CCN(Cc3nc4sc5c(c4c(=O)[nH]3)CCCC5)CC2)cc1,1.5,i
CC(c1nccs1)N(C)C(=O)c1ccc(OC2CCN(CCc3ccccc3)CC2)cc1 (stereo not given),-0.86,i
COc1cccc(C2(O)CCN(C(=O)C(C)C)CC2)c1,-0.52,i
CN(C)c1nnc(-c2ccc(Cl)cc2)o1,0.3,i
Cc1cccc(OCc2nnc(SCC(=O)Nc3cccc(C(=O)N4CCOCC4)c3)n2C)c1C,-0.78,i
O=C(COC(=O)c1ccc([N+](=O)[O-])cc1)Nc1cccnc1Cl,0.59,i
Cc1cc(Br)c(NC(=O)COC(=O)CSc2nnc(-c3ccc(Cl)cc3)o2)c(Br)c1,1.7,i
Cc1ccc(NC(=O)C(=O)NCCCN2CCOCC2)c(C)c1,-0.02,i
COc1ccc(OC)c(C(c2nnnn2CC2CCCO2)N2CCN(C)CC2)c1 (stereo not given),0.62,i
COCCNC(=O)CCC1CCN(Cc2ccc(-c3ccccc3)cc2)CC1,0.81,i
COc1ccccc1CNC(=O)c1[nH]c(C)c(C(C)=O)c1C,-0.92,i
CCOC(=O)c1c(NC(=O)C(=O)N/N=C/c2ccccc2OC)sc2c1CCCCC2,-0.68,i
Cc1nn(-c2ccccc2Cl)c(Cl)c1/C=C(\C#N)C(N)=O,0.1,i
Cc1ccc(CNC(=O)c2ccc(Cn3cc(-c4ccc(C)cc4)nc3-c3ccncc3)cc2)cc1,0.26,i
O=C(NC1CCCCCC1)c1cccnc1Sc1ccc(Cl)cc1,1.5,i
Cc1ccc(-c2cc(C(=O)O)c3sc(N4CCCCC4)nc3n2)cc1,-1.3,i
CC(=O)c1ccc(NC(=S)Nc2ccc3[nH]c(=O)[nH]c3c2)cc1,0.11,i
CCOC(=O)C1CCN(C(=O)CCS(=O)(=O)Cc2ccccc2)CC1,1.7,i
Cc1cn(C2OC(COC(=O)c3ccccc3)C(OC(=O)c3ccccc3)C2OC(=O)c2ccccc2)c(=O)[nH]c1=O (stereo not given),2.8,i
Cc1ccc2[nH]c(=O)c3cc(C(=O)N(C)c4ccccc4C)sc3c2c1,0.45,i
# Following part
SMILES,Kir21 inh,KCNQ2 block
C=CCSc1nsc(NC(=O)Nc2cccc(C(C)=O)c2)n1,0.34,i
O=C(CSc1nnc(-c2ccccc2O)n1Cc1ccccc1)NNC(=O)c1ccccc1O,-1.8,i
CCCCn1nc(NS(=O)(=O)c2cccc3nonc23)c2cc3cccc(C)c3nc21,1.8,i
COc1ccc(C(C)=O)cc1COC(=O)c1cc2ccccc2cc1O,2.2,i
Cc1c(Cl)c([N+](=O)[O-])nn1CCCC(=O)Nc1cc(Oc2ccccc2)cc([N+](=O)[O-])c1,-0.05,i
CCCCCC(=O)N/N=C/c1cc(Br)c(O)c(OC)c1,-0.1,i
COc1ccc(C(=O)Nc2nnc(S(=O)(=O)Cc3ccccc3)s2)cc1,-0.98,i
COC(=O)c1ccc(C(C(=O)NC2CCCCC2)N(Cc2ccc(F)cc2)C(=O)Cc2cccs2)cc1 (stereo not given),-1.5,i
CCCN(C(=O)c1ccco1)c1nnc(-c2cccc(C)c2)s1,0.19,i
Cc1ccc(-c2ccc(=O)n(CCC(=O)N3CCN(c4cccc(C)c4)C(C)C3)n2)cc1 (stereo not given),-2.4,i
O=C(NN1CCOCC1)c1ccc([N+](=O)[O-])cc1,-0.13,i
Cc1nc2ccccn2c1-c1ccnc(SCc2ccc(Cl)cc2)n1,0.87,i
CN(C)CCNc1ccc(-c2nn(C)c(=O)c3ccccc23)cc1[N+](=O)[O-],0.18,i
CCCn1c(C(C)Nc2nc(-c3ccc(C)cc3)cs2)nc2cc(Cl)c(Cl)cc21 (stereo not given),-1.3,i
CCS(=O)(=O)N1Cc2ccccc2CC1C(=O)N(C)CC(=O)Nc1ccc(F)c(F)c1F (stereo not given),0.25,i
COc1ccccc1C(=O)N1CCN(C2CCN(Cc3ccccc3)CC2)CC1,-0.69,i
O=C(Cn1cnc2c(nnn2-c2ccccc2)c1=O)N1CCCc2ccccc21,-0.01,i
Cc1cccc(NC(=O)C(CC(C)C)NC(=O)C2CCC(C)CC2)n1 (stereo not given),-0.47,i
O=S(=O)(N/N=C\c1c(F)cccc1Cl)c1ccc(Cl)cc1,0,i
CCOC(=O)c1nnn(-c2nonc2N)c1CSc1ccccc1,-2.3,i
Cc1ccc2oc(C(=O)N(Cc3ccc(N(C)C)cc3)CC3CCCO3)c(C)c2c1 (stereo not given),-0.35,i
COc1cc2c(cc1OC)C(c1cccc([N+](=O)[O-])c1)N(C(=O)c1ccc(F)cc1)CC2 (stereo not given),0.41,i
Cc1ccc(Cn2cccc(NS(C)(=O)=O)c2=O)cc1,-0.87,i
CNC(=S)N1CCN(CCNC2=CC(=O)CC(C)(C)C2)CC1,-0.07,i
Cc1nn(CC(=O)Nc2cccnc2)c(C)c1[N+](=O)[O-],1.3,i
Cc1nnc(NCCc2ccccc2)c2ccccc12,0.74,i
Cc1nc(C)c(-c2csc(Nc3cccc(O)c3)n2)s1,-0.73,i
O=C1/C(=C/c2ccc([N+](=O)[O-])cc2)C=C(c2ccccc2)N1c1ccccc1,1.3,i
CCOc1ccc(-n2c(SC(C)C(=O)OC)nc3c(c2=O)SCC3)cc1 (stereo not given),-0.17,i
CC(C)(C)c1ccc(C(=O)NCCC(=O)N2CCN(c3ncccn3)CC2)cc1,0.68,i
CSCCC(NS(=O)(=O)c1ccc(Cl)cc1)C(=O)OCC(=O)N1CCOCC1 (stereo not given),-0.3,i
CCCN1CCc2c(sc(NC(=O)c3ccc(S(=O)(=O)N(C)c4ccccc4)cc3)c2C(N)=O)C1,-1.7,i
CN1C2C=C3C(C#N)=C(N)C(C#N)(C#N)[C@@H](c4ccsc4)[C@@H]3C1CC2 (stereo not given in full),-1.2,i
CSc1nsc(SC)c1C(N)=O,0.78,i
COc1ccc(OCCCC(=O)Nc2ccc(N3CCOCC3)cc2)cc1,-1.9,i
Cc1cc(SCC(=O)N2CCCC2=O)nc2c(C)cccc12,0.09,i
O=c1[nH]ncc(N2CCCCC2)c1Cl,1.1,i
Cn1nc(-c2ccccn2)nc2c(=O)n(C)c(=O)nc1-2,-1.3,i
COc1ccc(C(=O)C2CCCN(Cc3cccn3-c3ccccn3)C2)cc1F (stereo not given),-0.86,i
Cc1ccc(C)c(OCc2cc(C(=O)NC(C)c3cnn(C)c3)no2)c1 (stereo not given),-0.12,i
COc1ccc(C(=O)Nc2cnn(Cc3c(F)cccc3Cl)c2)cc1OC,0.41,i
CN(c1ccc(C(=O)N2CCOCC2)cc1)S(=O)(=O)c1cccs1,1.2,i
CN(Cc1ccccc1)c1c([N+](=O)[O-])c(=O)n(C)c2ccccc12,-0.89,i
COc1ccc(N2CCN(C(=O)CSc3nnc(Cn4nnc5ccccc54)n3C)CC2)cc1,0.03,i
CC(C)C[C@@H](C(=O)NC1CCN(Cc2ccccc2)CC1)N1C(=O)N2CCc3c([nH]c4ccccc34)[C@@]2(C)C1=O,-1.2,i
COc1ccc(/C=N/NC(=O)c2ccc3c(c2)OCO3)cc1,1.7,i
CCCCc1nnc(SC(C)C(=O)Nc2nccs2)n1C (stereo not given),0.85,i
Cc1ccc(NC(=S)N2CCC(C(N)=O)(N3CCCCC3)CC2)c(C)c1,1.4,i
C/C(=N\NC(=O)c1ccn(C)n1)c1ccc(NC(=O)C2CCCC2)cc1,1.2,i
Cc1ccc2c3c([nH]c2c1C)-c1nonc1CC3,0.18,i
NC(=O)C1(N2CCCCC2)CCN(C(=O)c2cccs2)CC1,-0.43,i
CC(C)CN1CCC(=O)N([C@H](CN=[N+]=[N-])Cc2ccccc2)CC1,-1.9,i
CCNC(=S)NNC(=O)c1ccc(=O)n(Cc2ccccc2)c1,0.02,i
O=c1cc(-c2ccccc2)[nH]c2cc(F)ccc12,1.6,i
COc1ccc(N2CCN(C(=O)CNS(=O)(=O)c3ccc(C)cc3)CC2)cc1,1.6,i

# Gathered by group, the compounds so far with two or more sulfur atoms.
SMILES,Kir21 inh,KCNQ2 block
O=C(Cn1c2c(sc1=O)C1c3ccccc3OCC1CS2)Nc1ccc(Cl)cc1 (stereo not given),0.12,i
COCC(=O)Nc1ncc(S(=O)(=O)c2ccc([N+](=O)[O-])cc2)s1,0.75,i
CCN1CCN(c2ccc(S(=O)(=O)N3CCOCC3)cc2NC(=O)c2ccc(Cl)s2)CC1,0.01,i
CCN1C(=O)/C(=C/C=C2/Sc3ccc4ccccc4c3N2CCO)SC1=S,0.56,i
O=C(CSc1nc2ccccc2o1)N1c2ccccc2Sc2ccc(C(F)(F)F)cc21,2.8,i
C=CCSc1nsc(NC(=O)Nc2cccc(C(C)=O)c2)n1,0.34,i
COc1ccc(C(=O)Nc2nnc(S(=O)(=O)Cc3ccccc3)s2)cc1,-0.98,i
Cc1nc(C)c(-c2csc(Nc3cccc(O)c3)n2)s1,-0.73,i
CCOc1ccc(-n2c(SC(C)C(=O)OC)nc3c(c2=O)SCC3)cc1 (stereo not given),-0.17,i
CSCCC(NS(=O)(=O)c1ccc(Cl)cc1)C(=O)OCC(=O)N1CCOCC1 (stereo not given),-0.3,i
CCCN1CCc2c(sc(NC(=O)c3ccc(S(=O)(=O)N(C)c4ccccc4)cc3)c2C(N)=O)C1,-1.7,i
CSc1nsc(SC)c1C(N)=O,0.78,i
CN(c1ccc(C(=O)N2CCOCC2)cc1)S(=O)(=O)c1cccs1,1.2,i
CCCCc1nnc(SC(C)C(=O)Nc2nccs2)n1C (stereo not given),0.85,i
